# Screens deposited in PubChem BioAssay by Broad Institute.
# Pf Dd2 inh: P. falciparum Dd2 growth inhibitors, primary screen, SYBR Green fluorescence, single dose replicates. 72 h; hits give low values. activity change, % at 10 µM. 94,000 compounds, 2.3% hits. AID 1159554, 2015; in the data active means activity change below about -80%; inconclusive means no clear call, values can overlap the other calls
# GASC1 inh: inhibitors of GASC-1 (KDM4C) histone demethylase, primary screen, biochemical, single concentration HTS; Lysine-specific demethylase 4C (Homo sapiens), Q9H3R0; 96,000 compounds, 0.15% hits; GST-KDM4C 2-372, H3K9me3 peptide, LANCE TR-FRET; inhibition, % at 12.5 µM;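 active means mean replicate inhibition above about 25%, with at least 55% of replicates also reaching it, limit read from the data, passing the limit was not always enough; inconclusive means only one of those two conditions met; inactive means neither condition met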
# Target sequence (Q9H3R0 2-372 limits assumed): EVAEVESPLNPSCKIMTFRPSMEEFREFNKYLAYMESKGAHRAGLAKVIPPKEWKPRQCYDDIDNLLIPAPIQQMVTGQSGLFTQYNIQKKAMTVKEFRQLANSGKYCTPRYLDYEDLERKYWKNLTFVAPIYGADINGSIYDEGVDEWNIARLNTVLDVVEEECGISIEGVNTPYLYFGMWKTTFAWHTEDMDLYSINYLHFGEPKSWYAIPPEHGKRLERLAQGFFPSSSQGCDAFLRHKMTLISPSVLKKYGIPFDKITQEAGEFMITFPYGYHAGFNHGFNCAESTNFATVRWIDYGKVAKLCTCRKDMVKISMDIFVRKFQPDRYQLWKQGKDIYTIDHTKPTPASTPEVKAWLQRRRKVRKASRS
#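 Material: GST-tagged GASC-1 (JMJD2C) catalytic fragment, aa 2-372 / Quantity: enzyme final amount 10 nM / Medium: HEPES buffer, pH 7.5, plus ascorbate / Doses: one test concentration per compound / Incubation: 30 min reaction, 60 min detection, RT / Measured by: LANCE TR-FRET / Read-out: inhibition from TR-FRET ratio decrease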
# T cruzi growth: T. cruzi intracellular proliferation inhibitors, primary screen, cell-based, beta-gal Tulahuen parasites, NIH3T3 host, luminescence | T. cruzi beta-gal in NIH3T3, GalScreen luminescence, 90 h | inhibition, % at 8.34 µM | 77,000 compounds, 5.9% hits | AID 624255, 2012;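 active means mean inhibition above about 93%, with at least 55% of replicates each passing it, limit read from the data, passing the limit was not always enough; inconclusive means only one of those two conditions holds; inactive means neither condition holds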
# C diff HTS: C. difficile growth inhibitors, primary screen, HTS; Clostridium difficile clinical isolate growth, OD600, 24 h; hits give low values; growth activity, negative = inhibition, % at 16 µg/mL (by protocol); 86,000 compounds, 0.25% hits; AID 1259249, 2017;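 active means mean growth activity at or below -80% and every replicate also at or below -80%; inconclusive means mean at or below -80% but some replicate above -80%; inactive means mean growth activity above -80%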;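 further: 0% = DMSO wells and -100% = levofloxacin 16 µg/mL wells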
# * = called active by the depositor; ? = inconclusive; / = no result given; & = joins results of further samples.
# Order of results: C diff HTS, Pf Dd2 inh, T cruzi growth, GASC1 inh
O=C(C[C@@H]1CC[C@@H]2[C@H](COC[C@@H](O)CN2Cc2ccccc2)O1)N[C@@H]1CCN(Cc2ccccc2)C1
→ 21, -46, ?, -0.9
CO[C@@H]1CN(C)C(=O)c2cc(NS(=O)(=O)c3c(C)noc3C)ccc2OC[C@H](C)NC[C@H]1C
→ /, -4, -127, -0.6
CC(C)CC#Cc1cnc2c(c1)C(=O)N([C@@H](C)CO)C[C@@H](C)[C@@H](CN(C)Cc1ccccc1)O2
→ /, -24, 84, -1.8
CCCNC(=O)N1[C@@H]2Cn3c(ccc(-c4ccc(OC)cc4)c3=O)[C@H]1[C@@H](C(=O)NC1CCC1)[C@@H]2CO
→ -3, 1, 25, -0.6
Cn1cnc(S(=O)(=O)N2CCCCN3[C@H](C2)[C@@H](c2ccc(C#CC4CCCC4)cc2)[C@@H]3CO)c1
→ -10, -34, 76, -0.2
COc1ccc(NC(=O)N(C)C[C@H]2OCc3cnnn3CCCC(=O)N([C@@H](C)CO)C[C@@H]2C)cc1
→ 2, -9, -67, 0.8
O=C(NCC[C@@H]1CC[C@H](NS(=O)(=O)Cc2ccccc2)[C@@H](CO)O1)C1CCC1
→ /, 2, -13, 4.4
CN1C(=O)c2cc(NC(=O)C3CC3)ccc2OC[C@H]2O[C@@H](CC(=O)NCc3cccc(F)c3)CC[C@@H]21
→ 0, -16, 17, -0.3
COCCN(C[C@@H]1[C@@H](c2ccccc2)[C@H](CO)N1C(=O)C1CCC1)C(C)=O
→ 1, 5, 19, 2.0
O=C(Nc1cccc(F)c1)N1CCCCN2[C@H](CO)[C@H](c3ccc(C#CC4CC4)cc3)[C@H]2C1
→ 67, -51, 102*, -1.0
C[C@@H]1CN([C@@H](C)CO)S(=O)(=O)c2ccc(C#C[C@@H](C)O)cc2O[C@H]1CN(C)C(=O)CN(C)C
→ 1, 27, -3, 1.8
O=C(C[C@@H]1C[C@H]2c3cc(NC(=O)c4cccnc4)ccc3O[C@H]2[C@H](CO)O1)NCC(F)(F)F
→ /, 4, -33, 0.2
CCCC(=O)Nc1ccc2c(c1)C(=O)N(C)[C@H]1CC[C@H](CC(=O)N3CCCCC3)O[C@H]1CO2
→ 0, 9, 32, 1.6
C[C@@H]1CN([C@H](C)CO)C(=O)c2cc(NC(=O)Nc3ccccc3)ccc2O[C@@H](C)CCCCO[C@@H]1CN(C)Cc1ccc2c(c1)OCO2
→ 19, -84*, ?, -0.3
COc1ccccc1-c1ccc2n(c1=O)C[C@H]1[C@H](CO)[C@@H](C(=O)NCC3CC3)N(S(C)(=O)=O)[C@@H]21
→ -2, /, -44, 0.3

# Other records.
# Order of results: C diff HTS, Pf Dd2 inh, T cruzi growth, GASC1 inh
COc1ccc(S(=O)(=O)N(C)C[C@@H]2Oc3c(NC(=O)C4CCOCC4)cccc3C(=O)N([C@H](C)CO)C[C@@H]2C)cc1
→ /, 3, 92, 1.2
C[C@@H]1CN([C@@H](C)CO)C(=O)c2cc(N(C)C)ccc2O[C@@H](C)CCCCO[C@@H]1CN(C)C(=O)Cc1ccccc1
→ -3, -6, 44, 3.9
O=C(Cc1ccccc1)N1CC(=O)N2[C@H](C1)[C@H](c1ccc(-c3cccc(F)c3)cc1)[C@@H]2CO
→ 5, -2, /, 5.0
O=C(Nc1ccc(F)cc1)N1CCCCN2[C@@H](CO)[C@@H](c3ccc(-c4cccc(F)c4)cc3)[C@@H]2C1
→ -99*, -53, 51, -1.3
O=C(C[C@@H]1CC[C@@H](NS(=O)(=O)c2ccccc2)[C@H](CO)O1)N1CCN(c2ccccc2)CC1
→ -3, 0, /, -0.3
CC(C)NC(=O)Nc1ccc2c(c1)C(=O)N([C@@H](C)CO)C[C@H](C)[C@H](CN(C)Cc1ccc(C(=O)O)cc1)OCCCC[C@@H](C)O2
→ 9, 3, 22, 0.5
COCC(=O)Nc1ccc2c(c1)[C@@H]1C[C@@H](CC(=O)NCc3ccc4c(c3)OCO4)O[C@H](CO)[C@@H]1O2
→ -2, 15, -13, -0.2
C[C@@H]1CN([C@@H](C)CO)C(=O)c2cccc(NC(=O)Nc3ccccc3)c2O[C@@H]1CN(C)Cc1ccc(C(=O)O)cc1
→ 3, -18, /, 0.6
C[C@@H]1CN([C@@H](C)CO)C(=O)c2c(c3ccccc3n2C)-c2ccccc2CO[C@@H]1CN(C)C(=O)c1ccncc1
→ -4, 9, -22, -0.7
C[C@H]1CN([C@@H](C)CO)C(=O)CCCn2nncc2CO[C@@H]1CN(C)S(=O)(=O)c1cccc(C#N)c1
→ /, 1, -25, -5.6
C[C@H]1CCCCO[C@@H](CN(C)Cc2ccncc2)[C@@H](C)CN([C@@H](C)CO)C(=O)c2cc(NC(=O)c3ccccc3)ccc2O1
→ 0, /, -42, -0.3
O=C(N[C@@H]1CC[C@@H](CCn2cc(C3CCCC3)nn2)O[C@@H]1CO)c1cccnc1
→ -6, -17, /, 1.1
C[C@@H]1CN([C@@H](C)CO)C(=O)c2cc(C#Cc3ccccc3)cnc2O[C@H]1CN(C)C(=O)CCN1CCCCC1
→ 7, -88*, 57, 0.3
COc1ccc(-c2cnc3c(c2)C(=O)N([C@@H](C)CO)C[C@@H](C)[C@H](CN(C)C(=O)C2CC2)O3)cc1
→ 3, -10, -211, 0.3
CN1CCN(C(=O)C[C@H]2CC[C@H]3[C@@H](COC[C@H](O)CN3C(=O)C3CC3)O2)CC1
→ -1, 2, -23, 0.6

# (cont.)
# Order of results: C diff HTS, Pf Dd2 inh, T cruzi growth, GASC1 inh
C[C@@H]1CN([C@@H](C)CO)S(=O)(=O)c2ccc(C#CC3CC3)cc2O[C@@H]1CN(C)C(=O)CN(C)C
→ -13, -27, 2, -3.1
N#C[C@H]1[C@H](c2ccc(-c3ccccc3F)cc2)[C@H](CO)N1C(=O)C1CCC1
→ 17, -21, 59, -0.6
O=C(N[C@@H]1CC[C@@H](CCn2cc(-c3ccccn3)nn2)O[C@@H]1CO)c1ccccc1
→ 0, /, /, -0.7
C[C@@H]1CN([C@H](C)CO)C(=O)Cc2cc(NC(=O)Cn3cnnn3)ccc2O[C@@H]1CN(C)Cc1ccc2c(c1)OCO2
→ 1, -1, 24, -0.6
COc1ccc(CN(C)C[C@H]2Oc3ccc(NS(=O)(=O)c4c(C)noc4C)cc3CC(=O)N([C@@H](C)CO)C[C@H]2C)cc1
→ 19, 3, 20, 2.7
O=C(N[C@H]1CC[C@@H](CCNS(=O)(=O)c2ccc(Cl)cc2)O[C@@H]1CO)c1cnccn1
→ -2, 22, -40, -1.3
C[C@H]1CN([C@@H](C)CO)C(=O)c2cc(NC(=O)c3ccncc3)ccc2O[C@@H]1CN(C)C(=O)Nc1ccc(C(F)(F)F)cc1
→ 4, -3, -6, -0.4
COc1ccc(S(=O)(=O)Nc2ccc3c(c2)C(=O)N([C@@H](C)CO)C[C@@H](C)[C@@H](CN(C)C(=O)Nc2ccc(C(F)(F)F)cc2)OCCCC[C@@H](C)O3)cc1
→ 13, -24, 54, -1.1
C[C@@H]1CN([C@H](C)CO)C(=O)c2cccc(NS(C)(=O)=O)c2O[C@H]1CN(C)C(=O)Nc1cccc2ccccc12
→ -2, -8, 84, 0.8
COc1cccc(NC(=O)N[C@H]2C=C[C@@H](CC(=O)N3CCN(C)CC3)O[C@@H]2CO)c1
→ 3, -2, 2, 0.0
COc1ccc2c3c([nH]c2c1)[C@H](CO)N(C(=O)CC1CC1)CC31CCN(Cc2ccncc2)CC1
→ -1, -22, /, /
CCCC(=O)Nc1ccc2c(c1)C(=O)N(C)C[C@@H](OC)[C@H](C)CN(CCc1ccccc1)[C@H](C)CO2
→ 2, -36, 0, 1.3
COc1ccc(NC(=O)N(C)C[C@H]2OCCCC[C@@H](C)Oc3ccc(NC(=O)CCCN(C)C)cc3C(=O)N([C@H](C)CO)C[C@H]2C)cc1
→ -4, -28, -29, 7.0
COc1cccc(-c2cn(CC[C@@H]3CC[C@@H](NC(C)=O)[C@H](CO)O3)nn2)c1
→ -7, -9, -113, -0.9
CCCN1C[C@H](C)[C@@H](OC)CN(C)C(=O)c2cc(NS(=O)(=O)c3ccccc3)ccc2OC[C@H]1C
→ /, 41, 62, 5.8

# Later entries.
# Order of results: C diff HTS, Pf Dd2 inh, T cruzi growth, GASC1 inh
CCCN(C)C[C@H]1OCCCC[C@H](C)Oc2ccc(NS(=O)(=O)c3c(C)noc3C)cc2C(=O)N([C@@H](C)CO)C[C@H]1C
→ 4, -54, 18, 9.3
C[C@@H]1CN([C@@H](C)CO)C(=O)c2cccc(NC(=O)NC3CCCCC3)c2O[C@@H]1CN(C)S(=O)(=O)c1ccccc1
→ -10, -44, 18, -2.8
C[C@@H]1CCCCO[C@@H](CN(C)C(=O)Nc2cccc3ccccc23)[C@@H](C)CN([C@H](C)CO)C(=O)c2cc(NC(=O)Nc3ccc(F)cc3)ccc2O1
→ 9, -53, 72, -2.5
CN1C(=O)c2cc(NC(=O)Nc3ccc(F)cc3)ccc2OC[C@@H]2O[C@@H](CC(=O)NC3CCC3)CC[C@@H]21
→ -2, -20, 14, 0.4
COc1ccc(C#Cc2ccc([C@@H]3[C@@H](CO)N4CCCCN(S(=O)(=O)c5cn(C)cn5)C[C@@H]34)cc2)cc1
→ -10, -1, 66, -0.8
C[C@@H]1CN([C@@H](C)CO)C(=O)c2cc(NC(=O)Cc3ccccc3)ccc2O[C@@H]1CN(C)C(=O)Nc1ccc(C(F)(F)F)cc1
→ -8, -11, -10, -2.5
CNC[C@@H]1Oc2ccc(N(C)C)cc2C(=O)N([C@H](C)CO)C[C@@H]1C
→ -1, 12, 0, /
CN1c2ccc(-c3cccc(C#N)c3)cc2[C@H]2[C@H](CCN2C(=O)C2CC2)[C@H]1CO
→ 5, -44, /, 0.1
C[C@@H]1CN([C@@H](C)CO)C(=O)Cc2cc(NC(=O)Nc3ccc(C(F)(F)F)cc3)ccc2O[C@@H]1CN(C)S(=O)(=O)c1cccs1
→ 21, 12, 73, -0.5
C[C@H]1CN([C@@H](C)CO)S(=O)(=O)c2ccc(Br)cc2O[C@H]1CN(C)C(=O)Cc1ccncc1
→ -1, -10, -19, -2.1
O=C(Nc1ccc(C(F)(F)F)cc1)Nc1ccc2c(c1)[C@@H]1C[C@H](CC(=O)N3CCc4ccccc4C3)O[C@H](CO)[C@@H]1O2
→ 0, -56, 119*, 1.2
C[C@@H]1CCCCO[C@@H](CN(C)C(=O)NC2CCCCC2)[C@H](C)CN([C@H](C)CO)C(=O)c2cc(NC(=O)Nc3cccc4ccccc34)ccc2O1
→ 3, -67, 84, -1.5
O=C(C[C@H]1CC[C@@H]2[C@H](COC[C@H](O)CN2S(=O)(=O)c2ccccc2)O1)N1CCOCC1
→ 2&-4, 15, -65, 0.2
O=C(NCC[C@@H]1CC[C@@H](NC(=O)c2cnccn2)[C@@H](CO)O1)Nc1ccc(Cl)cc1
→ -1, -3, 17, -2.3
C[C@H]1CN([C@@H](C)CO)C(=O)c2cc(NC(=O)CCN3CCOCC3)ccc2O[C@@H]1CN(C)Cc1ccc(C(F)(F)F)cc1
→ -8, -4, -3, 1.5

# Profiles as entered above:
# `CN1C(=O)c2cc(NC(=O)Nc3ccc(F)cc3)ccc2OC[C@@H]2O[C@@H](CC(=O)NC3CCC3)CC[C@@H]21` is entered as C diff HTS = -2; Pf Dd2 inh = -20; T cruzi growth = 14; GASC1 inh = 0.4
# `CN1c2ccc(-c3cccc(C#N)c3)cc2[C@H]2[C@H](CCN2C(=O)C2CC2)[C@H]1CO` is entered as C diff HTS = 5; Pf Dd2 inh = -44; T cruzi growth = /; GASC1 inh = 0.1
# `O=C(C[C@H]1CC[C@@H]2[C@H](COC[C@H](O)CN2S(=O)(=O)c2ccccc2)O1)N1CCOCC1` is entered as C diff HTS = 2&-4; Pf Dd2 inh = 15; T cruzi growth = -65; GASC1 inh = 0.2

# Remaining list, next part:
# Order of results: C diff HTS, Pf Dd2 inh, T cruzi growth, GASC1 inh
C[C@H](CO)N1C[C@H](C)[C@@H](CN(C)Cc2ccncc2)OCCCC[C@H](C)Oc2ccc(NS(=O)(=O)c3ccc(Cl)cc3)cc2C1=O
→ -7, -22, 93, 1.4
O=C(C[C@@H]1C[C@H]2c3cc(NC(=O)c4cccnc4)ccc3O[C@H]2[C@H](CO)O1)NCc1ccccn1
→ 2, 6, /, -0.2
C[C@H](CO)N1C[C@H](C)[C@H](CN(C)S(=O)(=O)Cc2ccccc2)OCc2ccccc2-c2c(n(C)c3ccccc23)C1=O
→ -3, -67, 78, -2.6
COc1ccc(S(=O)(=O)N(C)C[C@H]2OCCCC[C@@H](C)Oc3ccc(NC(=O)c4ccncc4)cc3C(=O)N([C@@H](C)CO)C[C@H]2C)cc1
→ -4, -74, 33, -0.8
COCC#Cc1cnc2c(c1)C(=O)N([C@H](C)CO)C[C@H](C)[C@@H](CN(C)Cc1ccc3c(c1)OCO3)O2
→ -4, -7, /, 1.2
